Source: PubChem BioAssay
mIAP activ = activators of mouse IAP, primary screen, biochemical, luminescence, uHTS; 330,000 tested, 0.24% active; AID 2805, 2010; intestinal alkaline phosphatase [Mus musculus]; activation factor at 10 µM; muIAP, CDP-Star luminescence, 30 min; stronger effect = higher value; 1 = vehicle-only enzyme signal, 0 = enzyme-free wells;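 active means activation factor of at least 2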; further: the source names both 10 and 20 µM as test concentration; values of inactives mirror those of a sister screen read the other way
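also added = chemiluminescent substrate CDP-Star | test system = mouse IAP enzyme | signal = chemiluminescence readout | compound = DMSO-dissolved test compounds | incubation = 30 min at room temperature | benchmarks = DMSO wells, no-enzyme wells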
hIAP act = human IAP activators, primary screen, biochemical, luminescence, uHTS; purified human IAP, CDP-Star luminescence, 30 min; stronger effect = higher value; 1 = vehicle-only enzyme, 0 = enzyme-free background; activation factor at 10 µM; 330,000 tested, 0.16% active;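 active means activation factor of the enzyme at least 2-fold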; further: the source names both 10 and 20 µM as test concentration; values of inactives mirror those of a sister screen read the other way
Target sequence (P09923 whole entry, looked up): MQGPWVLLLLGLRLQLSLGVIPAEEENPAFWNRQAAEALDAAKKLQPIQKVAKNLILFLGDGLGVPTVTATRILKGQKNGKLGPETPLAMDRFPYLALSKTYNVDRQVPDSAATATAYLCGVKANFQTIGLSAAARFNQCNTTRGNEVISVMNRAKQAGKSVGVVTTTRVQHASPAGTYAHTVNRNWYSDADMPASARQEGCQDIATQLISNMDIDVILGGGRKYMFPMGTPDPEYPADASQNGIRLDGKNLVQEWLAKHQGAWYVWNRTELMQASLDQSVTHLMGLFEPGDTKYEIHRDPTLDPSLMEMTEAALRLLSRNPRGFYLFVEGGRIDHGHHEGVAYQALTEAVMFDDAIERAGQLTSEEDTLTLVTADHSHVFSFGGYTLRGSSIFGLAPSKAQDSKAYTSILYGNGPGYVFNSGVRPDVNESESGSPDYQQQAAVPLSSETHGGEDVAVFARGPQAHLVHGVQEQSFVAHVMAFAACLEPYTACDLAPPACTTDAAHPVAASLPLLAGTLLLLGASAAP
MPTP inh = mitochondrial permeability transition pore inhibitors, primary screen, biochemical, isolated mouse mitochondria, absorbance; Ca2+ swelling absorbance, 30 min; inhibition, % at 10 µM; 360,000 tested, 1.4% active; AID 602449, 2012;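 active means inhibition of 50% or more, scaled per plate between neutral and stimulator controls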;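 further: 0% = DMSO wells given calcium and 100% = 1 mM EGTA wells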
A3A deaminase = APOBEC3A ssDNA deaminase inhibitors, primary screen, selectivity assay for APOBEC3G inhibitor project, biochemical, FAM/TAMRA oligo cleavage fluorescence; DNA dC->dU-editing enzyme APOBEC-3A (Homo sapiens), P31941; inhibition, % at 20 µM; 330,000 tested, 0.41% active; recombinant A3A, FAM/TAMRA ssDNA deamination fluorescence;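 active means at least 40% inhibition at 20 µM here, with at most 30% in a related deaminase screen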;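 further: plate controls were A3A with DMSO for no effect and wells lacking A3A enzyme for full effect; some results filed as inactive read as strong as hits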
Target sequence (P31941 whole entry, looked up): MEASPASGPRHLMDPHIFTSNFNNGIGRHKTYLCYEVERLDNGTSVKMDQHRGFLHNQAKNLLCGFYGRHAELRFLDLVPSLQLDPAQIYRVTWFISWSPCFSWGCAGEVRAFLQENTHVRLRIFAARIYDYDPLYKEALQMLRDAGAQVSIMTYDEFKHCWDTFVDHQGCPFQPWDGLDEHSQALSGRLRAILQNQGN
APOBEC3G inh = APOBEC3G DNA deaminase inhibitors, primary screen, biochemical, fluorescence, single-stranded DNA substrate, uHTS. DNA dC->dU-editing enzyme APOBEC-3G (Homo sapiens), Q9HC16. recombinant A3G, ssDNA deamination FAM/TAMRA fluorescence. inhibition, % at 20 µM. 330,000 tested, 0.28% active. AID 493012, 2011;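 active means inhibition of at least 40% at 20 µM, with no more than 30% in the related APOBEC3A deaminase screen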;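 further: plate controls were DMSO wells with A3G for no effect and wells lacking A3G enzyme for full effect; some compounds called inactive have numbers as strong as hits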
ATG4B inh = ATG4B protease inhibitors, primary screen, biochemical, fluorescence, uHTS. Cysteine protease ATG4B (Homo sapiens), Q9Y4P1. ATG4B cleavage of LC3-PLA2, NBD-HPC fluorescence, 1 h. inhibition, % at 8.33 µM. 340,000 tested, 0.51% active; in the data active means inhibition above about 40%
Target sequence (Q9Y4P1 whole entry, looked up): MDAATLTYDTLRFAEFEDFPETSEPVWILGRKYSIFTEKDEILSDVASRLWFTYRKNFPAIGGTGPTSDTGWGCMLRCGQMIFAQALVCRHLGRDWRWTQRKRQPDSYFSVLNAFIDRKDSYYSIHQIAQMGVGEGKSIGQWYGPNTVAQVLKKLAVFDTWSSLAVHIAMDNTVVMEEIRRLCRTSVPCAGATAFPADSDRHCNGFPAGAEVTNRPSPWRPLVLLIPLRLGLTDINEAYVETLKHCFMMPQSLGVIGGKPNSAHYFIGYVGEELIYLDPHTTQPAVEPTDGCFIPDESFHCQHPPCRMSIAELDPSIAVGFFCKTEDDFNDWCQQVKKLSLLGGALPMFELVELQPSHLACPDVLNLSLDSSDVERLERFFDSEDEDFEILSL
hIAP block = human IAP inhibitors, primary screen, biochemical, luminescence, uHTS. Intestinal-type alkaline phosphatase (Homo sapiens), P09923. purified IAP, CDP-Star luminescence, 30 min. inhibition, % at 10 µM. 330,000 tested, 0.12% active. AID 2544, 2010;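 active means inhibition reaching a set limit with compound at 10 µM in the primary screen, cut at about 35% in these data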;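 further: plate controls were DMSO wells with enzyme for no effect and no-enzyme buffer wells for full effect; values of inactives mirror those of a sister screen read the other way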
mIAP block = inhibitors of mouse IAP, primary screen, biochemical, luminescence, uHTS; intestinal alkaline phosphatase [Mus musculus]; purified mouse IAP, CDP-Star luminescence, 30 min; inhibition, % at 10 µM; 330,000 tested, 0.2% active; AID 2806, 2010;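 active means inhibition of at least 40% at 10 µM in the primary screen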;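 further: plate controls were DMSO with enzyme for no effect and no enzyme wells for full effect; values of inactives mirror those of a sister screen read the other way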
beta cell repl = inducers of MIN6 beta-cell proliferation, primary screen, ATP luminescence, uHTS; MIN6 cells proliferation, ATPlite luminescence, 48 h; cells starved in 0.2% serum; 100% = growth in 10% serum; 330,000 tested, 0.29% active; AID 2380, 2010; proliferation, % at 10 µM;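 active means compounds whose signal lies at least 3.5 SD above the mean of all wells on their plate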;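 further: 0% = DMSO-treated cells in low-serum medium and 100% = 10% serum control; some compounds called inactive have numbers as strong as hits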
* hit, by the source's call; / = not tested or not shown.

Every second line gives: mIAP activ | hIAP act | MPTP inh | A3A deaminase | APOBEC3G inh | ATG4B inh | hIAP block | mIAP block | beta cell repl
COC(=O)c1ccc(CN2CCN(Cc3ccccc3)CC2)cc1
→ 0.98 | 1.2 | 1.3 | -2 | 1 | 3 | -19 | 2 | -1
Cc1cc(C(=O)N2CCC3(CC2)OCCO3)no1
→ 1 | 1.2 | 0.3 | -3 | -9 | -5 | -21 | -2 | -2
Cc1cnc(NC(=O)CN2CCCCC2)s1
→ 1 | 0.74 | -2.3 | -3 | 2 | -12 | 26 | -2 | -4
CN[C@H]1C[C@H]2O[C@@](C)([C@H]1OC)n1c3ccccc3c3c4c(c5c6ccccc6n2c5c31)C(=O)NC4
→ 1.6 | 1.1 | / | -2 | -3 | / | -11 | -59 | -8
COc1ccc(/C=N/N=C(/N)N[N+](=O)[O-])c(OC)c1
→ 0.94 | 1.3 | 0.4 | -1 | -3 | -11 | -26 | 6 | 1
CCOc1ccc(N=C2SCCCN2C)cc1
→ 1 | 0.94 | -0.1 | 40* | 18 | 3 | 6 | 0 | -1
OC1(c2ccccc2F)CC2CCC(C1)N2CCN1CCOCC1 (stereo not given)
→ 0.88 | 0.99 | -0.5 | 2 | 0 | 7 | 0 | 12 | -3
CC1=Nc2ccccc2/C1=C/c1c(O)n(C)c(=O)[nH]c1=O
→ 0.98 | 0.78 | -0.2 | -9 | 2 | 0 | 22 | 2 | -3
CC1=C2C(=O)C3C(CC=C4CC(O)CCC43C)C2CCC12OC1CC(C)CNC1C2C (stereo not given)
→ 1.1 | 0.85 | 0.9 | -5 | -5 | 0 | 15 | -5 | -2
COc1ccc(C(CC(=O)N2CCC3(CC2)OCCO3)NS(=O)(=O)c2ccc(C)cc2)cc1 (stereo not given)
→ 1 | 1.3 | -0.6 | -2 | -12 | -6 | -25 | -4 | -3
CC(=O)c1ccc(OC(=O)N(C)c2ccccc2)cc1
→ 1 | 0.98 | 1.5 | -2 | -4 | -13 | 2 | 0 | -3
CCOC(=O)CNC(=O)CNC(=O)C(Cc1ccc(N(CCCl)CCCl)cc1)NC(C)=O (stereo not given)
→ 1 | 1 | 1.2 | -9 | -19 | -3 | 0 | -1 | -3
Cc1cccc(-n2c(O)c(C=NCCCN3CCOCC3)c(=O)[nH]c2=O)c1C
→ 0.92 | 1 | 1.8 | -2 | -7 | -4 | -4 | 8 | -1
CC(C)N1C(=O)CCC1C(=O)N1CCC2(CC1)OCCO2 (stereo not given)
→ 1 | 1.1 | -1.5 | -8 | -10 | -1 | -10 | 0 | -2
O=C(CN1CCN(Cc2ccc(Cl)cc2)C1=O)N1CCC2(CC1)OCCO2
→ 0.99 | 0.95 | -1.4 | 0 | -4 | -7 | 5 | 1 | -1
O=C(Cc1ccccc1)N1CCN(C2CCCC2)CC1
→ 1 | 1.2 | -0.5 | 2 | 0 | -8 | -17 | -3 | -1
COc1ccc(OC)c(CN2CCCC(C(=O)c3sccc3C)C2)c1 (stereo not given)
→ 1 | 1.1 | 7.8 | 6 | 0 | 0 | -7 | -4 | -3
N[C@@H]1CCCC[C@H]1N.O=C(O)C(=O)O.[Pt]
→ 1 | 0.94 | / | -5 | -6 | / | 6 | 0 | -7
CC(=O)c1ccc(NC(=O)N2C[C@H]3C[C@@H](C2)c2cccc(=O)n2C3)cc1
→ 1 | 1 | -3.4 | 3 | 0 | -7 | -3 | 0 | 6
COc1ccc2c(c1)c(C(=O)O)c(C)n2C(C)C
→ 0.96 | 0.95 | -1.4 | -4 | -6 | -3 | 5 | 4 | -4
O=c1c2ccccc2nc(-c2ccc([N+](=O)[O-])cc2)n1-c1ccccc1
→ 0.97 | 0.9 | 0.0 | -2 | -6 | -6 | 10 | 3 | -1
COc1ccc(C2CC(c3c(O)n(CCc4ccccc4)c(=O)[nH]c3=O)=NN2)cc1OC (stereo not given)
→ 0.86 | 1 | 4.3 | -1 | -3 | 1 | -2 | 14 | -3
COCCn1c(O)c(/C=N/NC(=O)CSC(=S)N2CCCC2)c(=O)[nH]c1=S
→ 0.9 | 1.7 | -26 | -9 | -9 | -9 | -72 | 10 | -1
COc1ccccc1CNC(=O)CCC(=O)N1C[C@H]2C[C@@H](C1)c1cccc(=O)n1C2
→ 0.95 | 1 | 0.8 | 0 | -4 | 0 | 0 | 5 | -2
C=CCn1c(O)c(C=Nc2c(C)n(C)n(-c3ccccc3)c2=O)c(=O)[nH]c1=O
→ 0.9 | 0.95 | 0.9 | -2 | 1 | -2 | 5 | 10 | -1
CCN(c1ccc(C(O)(C(=O)OC)C(F)(F)F)cc1)S(=O)(=O)c1ccccc1 (stereo not given)
→ 1 | 1.1 | 0.5 | 0 | 1 | -11 | -10 | -4 | -1
NS(=O)(=O)c1ccc(-c2ccc(C=C3C(=O)NC(=S)NC3=O)o2)cc1
→ 0.22 | 0.93 | / | 8 | 48* | / | 7 | 78* | -3
C[C@]12CCC3C(CC[C@H]4C[C@@H](O)CC[C@]34C)C1CC[C@@H]2O (stereo not given in full)
→ 1.1 | 0.99 | 0.5 | 2 | 0 | 4 | 0 | -8 | 1
O=C1NC(=O)C2(C(=O)N1)C(c1ccc(F)cc1)NC(=S)NC2c1ccc(F)cc1 (stereo not given)
→ 1 | 1 | -0.8 | 0 | 0 | -4 | -5 | -3 | -3
CCOP(=O)(OCC)c1ccc(O)cc1
→ 1.1 | 0.83 | -0.1 | -1 | 1 | -3 | 16 | -9 | -2

Reprinted at random: two records from the list
Every second line gives: mIAP activ | hIAP act | MPTP inh | A3A deaminase | APOBEC3G inh | ATG4B inh | hIAP block | mIAP block | beta cell repl
CC(=O)c1ccc(NC(=O)N2C[C@H]3C[C@@H](C2)c2cccc(=O)n2C3)cc1
→ 1 | 1 | -3.4 | 3 | 0 | -7 | -3 | 0 | 6
Cc1cnc(NC(=O)CN2CCCCC2)s1
→ 1 | 0.74 | -2.3 | -3 | 2 | -12 | 26 | -2 | -4

(cont.)
Every second line gives: mIAP activ | hIAP act | MPTP inh | A3A deaminase | APOBEC3G inh | ATG4B inh | hIAP block | mIAP block | beta cell repl
COc1ccc(CCNCc2ccc(SC)cc2)cc1
→ 0.99 | 0.97 | / | 3 | 7 | -4 | 3 | 1 | -1
CCN(CC)CC(O)c1ccc(C2CCCC2)cc1 (stereo not given)
→ 0.91 | 0.92 | 3.0 | 0 | -6 | 3 | 8 | 9 | -1
Cc1cccc2c1N(N=O)CCC2
→ 0.95 | 0.94 | -7.5 | -2 | -5 | -1 | 6 | 5 | -2
COC(=O)C1=C(c2c(C)noc2C)C[C@@H]2CC[C@H]1N2C(=O)NCCO
→ 1.1 | 0.9 | 0.1 | 0 | -7 | -8 | 10 | -8 | 2
Cc1cc(/C=C2\C(=O)NC(=O)N(c3cccc(Br)c3)C2=O)c(C)n1C
→ 0.98 | 0.89 | -8.6 | -2 | 0 | 1 | 11 | 2 | 0
Cc1cc(C)nc(N2Cc3ccccc3C2=N)n1
→ 0.95 | 1.1 | 0.0 | 8 | 6 | 5 | -10 | 5 | 5
CCCSP1(=S)NCCCO1 (stereo not given)
→ 1.1 | 1.1 | -3.1 | -8 | -2 | 3 | -6 | -8 | -1
Cn1c(C(=O)O)c(CC(=O)N2CCN(Cc3ccccc3)CC2)c2ccccc21
→ 0.97 | 1.1 | 0.0 | -3 | -3 | -6 | -6 | 3 | 0
Cc1ccc(-c2nn(Cc3ccccc3)cc2C=O)cc1C
→ 1 | 0.99 | 2.6 | -3 | -9 | 61* | 1 | -2 | -2
COc1ccccc1OP(=O)(Nc1cccnc1)Oc1ccccc1OC
→ 1 | 1 | 0.9 | -1 | -6 | -2 | -1 | -4 | -2
CN1CCN(CCC(C#N)(c2ccccc2)c2ccccc2)CC1
→ 1 | 0.92 | 2.6 | -2 | -6 | -12 | 8 | -4 | 0
O=C(O)C(Cc1cnc[nH]1)NS(=O)(=O)c1ccc(Cl)cc1 (stereo not given)
→ 0.94 | 1.4 | -1.3 | 1 | -5 | -1 | -41 | 6 | -2
Cc1cc(N=Nc2ccccc2C)ccc1N
→ 0.85 | 0.75 | 3.8 | 5 | 4 | 5 | 25 | 15 | -5
CN1C(=O)C(=Cc2ccc(N3CCOCC3)o2)C(=O)N(C)C1=S
→ 0.79 | 1 | 2.9 | -5 | -6 | -7 | -2 | 21 | 3
COC(=O)C1=C(c2ccc(F)cc2OCc2ccccc2)C[C@@H]2CC[C@H]1N2C(=O)NC1CC1
→ 1.2 | 1.1 | -0.8 | -3 | -1 | -6 | -12 | -20 | 0
O=C(O)CCn1cc(C=C2C(=O)NC(=S)NC2=O)c(-c2ccccc2)n1
→ 0.78 | 1 | -5.7 | 20 | 10 | -6 | -1 | 22 | 0
CC(=O)C1C2c3ccccc3O[C@@]1(C)N=c1s/c(=C/c3ccoc3)c(=O)n12 (stereo not given in full)
→ 0.9 | 0.95 | -9.9 | 6 | -1 | 1 | 5 | 10 | -2
CC(=NCC1CCCO1)c1c(O)n(-c2ccc(Cl)cc2)c(=O)[nH]c1=O (stereo not given)
→ 0.92 | 0.68 | -2.0 | -1 | -5 | 1 | 32 | 8 | -1
CCOP(=O)(OCC)C(O)c1ccc(OC)cc1OC (stereo not given)
→ 1 | 0.9 | -0.4 | -1 | -3 | -1 | 10 | -2 | 0
CN1CCN(c2cc(N3CCNCC3)ccc2[N+](=O)[O-])CC1
→ 0.93 | 0.92 | -1.3 | 4 | -1 | -8 | 8 | 7 | -3
CCC(C(=O)N1C[C@H]2C[C@@H](C1)c1cccc(=O)n1C2)c1ccccc1 (stereo not given in full)
→ 1.1 | 1 | -0.6 | -2 | -10 | -2 | -3 | -6 | -1
N#Cc1ccc(NC(=O)CCNC(=O)c2ccco2)cc1Cl
→ 0.98 | 0.74 | -0.2 | -4 | -10 | 0 | 26 | 2 | -3
Cc1oc(-c2ccccc2)nc1CN1C(=O)C(C)N=C(c2ccccc2F)c2cc(Cl)ccc21 (stereo not given)
→ 0.96 | 0.98 | 0.3 | -5 | -9 | -7 | 2 | 4 | -6
CN(C)C1(c2nnnn2CCOC(=O)Nc2ccc(Cl)cc2)CCCCC1
→ 1.1 | 0.87 | -15 | 1 | -1 | -13 | 13 | -12 | -3

Some of the entries so far, comma-delimited:
Compound,mIAP activ,hIAP act,MPTP inh,A3A deaminase,APOBEC3G inh,ATG4B inh,hIAP block,mIAP block,beta cell repl
CN1CCN(CCC(C#N)(c2ccccc2)c2ccccc2)CC1,1,0.92,2.6,-2,-6,-12,8,-4,0
O=C(O)C(Cc1cnc[nH]1)NS(=O)(=O)c1ccc(Cl)cc1 (stereo not given),0.94,1.4,-1.3,1,-5,-1,-41,6,-2
Cc1cc(N=Nc2ccccc2C)ccc1N,0.85,0.75,3.8,5,4,5,25,15,-5
CN1C(=O)C(=Cc2ccc(N3CCOCC3)o2)C(=O)N(C)C1=S,0.79,1,2.9,-5,-6,-7,-2,21,3
COC(=O)C1=C(c2ccc(F)cc2OCc2ccccc2)C[C@@H]2CC[C@H]1N2C(=O)NC1CC1,1.2,1.1,-0.8,-3,-1,-6,-12,-20,0

A portion of the library, so the mix of outcomes need not match the whole.
